Source: PubChem (several laboratories)
human PMI inhibitors = human PMI inhibitors, high substrate, primary screen, biochemical, fluorescence intensity, high mannose 6-phosphate (AID 1220); Mannose-6-phosphate isomerase (Homo sapiens); recombinant PMI enzyme, coupled fluorescence intensity; higher % means a stronger effect; inhibition, % at 20 µM; hits with a dose series show IC50 in µM; hit rate 0.66% among 190,000
human PMI inhibition = inhibitors of human PMI, primary screen, biochemical, fluorescence intensity, coupled assay (AID 1209); hit rate 0.42% among 190,000; Mannose-6-phosphate isomerase (Homo sapiens); one-dose inhibition, % at 20 µM; IC50 in µM for titrated hits; purified PMI enzyme, coupled fluorescence intensity; higher % means a stronger effect;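 note: plate controls were DMSO vehicle for no effect and wells lacking substrate for full effect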
UTI89 phage lysis = inhibition of K1F phage lysis, E. coli UTI89, bacterial capsule biogenesis inhibitors, alamar blue (AID 488966) | E. coli UTI89 K1F phage lysis, alamar blue, 2 h; higher % means a stronger effect | one-dose inhibition, % at 100 µM; IC50 in µM for titrated hits | hit rate 0.02% among 340,000;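 active = phage lysis inhibition, versus mean bacterial control, above a set limit; inconclusive = no clear call, values can overlap the other calls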;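 note: capsule biogenesis inhibitors block K1F phage lysis so surviving cells raise fluorescence; higher fluorescence means more inhibition of phage lysis; actives were called in the ten point dose series up to 300 µM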
RSV antiviral HEp-2 = RSV antiviral activity via CPE protection, HEp-2 cells, primary 10 µM value included (AID 2391) | CPE inhibition, % at 10 µM, or IC50 in µM where a hit was titrated | hit rate 0.13% among 310,000 | HEp-2 cells, RSV-induced CPE inhibition; higher % means a stronger effect; in the data active = a potency from the dose series; inconclusive = CPE inhibition mostly from about 23% at the one dose, without a potency; inactive = the rest, 99 in 100 with CPE inhibition below about 21%; note: strong numbers were not always called active
West Nile virus CPE = West Nile virus antiviral activity, cell-based, CPE readout (AID 1621) | hit rate 0.02% among 290,000 | CPE inhibition, % at 10 µM, or IC50 in µM where a hit was titrated | West Nile virus-infected cells, CPE inhibition; higher % means a stronger effect; in the data active = a potency from the dose series; inconclusive = CPE inhibition mostly from about 3.7% at the one dose, without a potency; inactive = the rest, 99 in 100 with CPE inhibition below about 2.2%; note: strong numbers were not always called active
TNAP activation fold = human TNAP enzyme activators, primary screen, biochemical, luminescent, no phosphate acceptor, uHTS (AID 1001) | one-dose activation fold at 20 µM; EC50 in µM for titrated hits | Alkaline phosphatase, tissue-nonspecific isozyme (Homo sapiens) | purified TNAP, luminescent activation assay, no phosphate acceptor; higher activation fold means a stronger effect | hit rate 0.03% among 200,000; in the data active = activation fold from about 3, or a potency from the dose series; inactive = the rest, 99 in 100 with activation fold below about 1.6; note: many of its hits are not listed in these tables
M17LAP inhibition = P. falciparum M17LAP inhibitors, primary screen, biochemical, fluorogenic H-Leu-NHMec substrate, 1536-well (AID 1619); Leucine aminopeptidase (Plasmodium falciparum (isolate 3D7)); recombinant M17LAP, H-Leu-NHMec fluorogenic kinetic assay; higher % means a stronger effect; inhibition, % at 30 µM; hits with a dose series show IC50 in µM; hit rate 0.38% among 220,000;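 active = compound inhibiting the enzyme by more than half at any dose during confirmatory dose-response retesting; inconclusive = strong single-dose inhibitors picked by rank but not retested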;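 note: plate controls were full reaction with DMSO carrier for no effect and no enzyme background for full effect; strong numbers were not always called active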
T cell HTS = modulators of CD8 T cell-vesicle binding, primary screen, mouse 2C CD8+ T cells, flow cytometry; 2C CD8+ T cell-vesicle binding; active compounds read low; calls only at 7 µM; hit rate 0.068% among 330,000; AID 2052, 2009;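 active = response, share of CD8 T cells binding vesicles, and their 90th percentile fluorescence all below set limits, cut at about 80% in these data, passing the limit was not always enough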
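Material: murine 2C transgenic CD8+ T lymphocytes / Also added: QL9-peptide-loaded Drosophila micro-vesicles bearing Ld, ICAM-1 and B7-1 / Schedule: binding step 1.5 h, 37 °C, antibody labelling 20 min, ice / Signal: flow cytometry, PE anti-B7-1 (FL2) versus Alexa647 anti-CD8 (FL8), PFA-fixed / Evaluation: percent CD8+ FL2 mean versus row control / Benchmarks: naked versus QL9-loaded vesicles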
M1AAP inhibition = P. falciparum M1AAP inhibitors, biochemical, fluorogenic H-Leu-NHMec substrate, 1536-well (AID 1445) | Aminopeptidase N (Plasmodium falciparum (isolate 3D7)) | recombinant M1AAP, H-Leu-NHMec fluorogenic kinetic assay; higher % means a stronger effect | inhibition, % at 30 µM, or IC50 in µM where a hit was titrated | hit rate 0.42% among 220,000;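 active = primary inhibition above the hit cutoff, then over 50% inhibition at one or more dose response concentrations, cut at about 23% in these data, passing the limit was not always enough; inconclusive = conflicting primary data, or primary hits not chosen for dose response; inactive = low primary inhibition, or under 50% at every dose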;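 note: plate controls were DMSO full reaction for no effect and no enzyme background for full effect; strong numbers were not always called active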
T cell HTS vesicle-bound % = recorded beside T cell HTS, whose call it bears; double positive events, %; measured here: CD8+ vesicle-bound cell fraction;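 binding gate set so that unloaded-vesicle control wells show 10% double positive cells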
* marks the source's active call; other numbers are inactive results; i = inactive; u = inconclusive; x = no result given; [ ] = dose if it differs, or a comment. Cut-off read from the data, not from the text of the source, unless noted: active = inhibition above about 50%; inactive = the rest.

no.	molecule	human PMI inhibitors	human PMI inhibition	UTI89 phage lysis	RSV antiviral HEp-2	West Nile virus CPE	TNAP activation fold	M17LAP inhibition	T cell HTS	T cell HTS vesicle-bound %	M1AAP inhibition
1	O=[N+]([O-])c1cccc(-c2nc(-c3ccccn3)no2)c1	x	x	0.5%	x	-0.6%	x	4%	i	32	9%
2	Cc1cc(N2CCCC2)ccc1NC(=O)COc1cccc(C(F)(F)F)c1	x	x	0.8%[50 µM]	2.1%	-1.6%	x	x	i	29	x
3	C=CCNCc1cc(=O)n2c(-c3ccccc3)csc2n1	x	x	0.1%	-1.3%	-0.4%	x	x	i	53	x
4	Cc1ccc2c(c1)N(C(=O)CCC(=O)N1CCN(c3ccccn3)CC1)CC(C)O2 (stereo not drawn)	x	x	-1.0%	1.7%	-0.4%	x	x	i	24	x
5	CCOC(=O)c1sc2nc(CSc3ccccc3)nc(N3CCCN(C)CC3)c2c1C	3%	13%	0.8%	1.5%	x	1.1	12%	i	7	4%
6	O=C(CNC(=O)c1ccco1)N/N=C/c1ccccc1[N+](=O)[O-]	11%	-1%	0.4%	-0.7%	1.0%	1.1	2%	i	42	1%
7	Cc1cc(C)c(COCc2cc(/C=N/O)c(C)cc2C)cc1/C=N/O	16%	24%	-0.2%	u	-0.3%	1.1	1%	i	14	3%
8	Cc1cc(CNC(=O)c2cc(COc3ccc(F)c(F)c3)on2)nn1C	x	x	0.0%	1.2%	-0.9%	x	x	i	13	x
9	COC(=O)c1ccc(N2C(=O)CC(N3CCC(O)(c4ccc(Br)cc4)CC3)C2=O)cc1 (stereo not drawn)	6%	8%	0.2%	0.5%	0.1%	1.1	9%	i	27	10%
10	CCN(CC)CC1(O)CCN(C(=O)c2ccc(Cl)c(Cl)c2)CC1	7%	7%	0.9%	-1.4%	0.1%	1.1	1%	i	23	-1%
11	CCOC(=O)C1(CC2CCCCO2)CCN(Cc2cc3ccccc3[nH]2)CC1 (stereo not drawn)	x	x	-0.1%	2.5%	-1.1%	1	-4%	i	64	4%
12	COc1ccc(C2(O)CC3CCC(C2)N3c2cc(C)nc(-c3ccccc3)n2)cc1 (stereo not drawn)	4%	18%	1.8%	7.5%	-0.7%	1.1	-6%	i	53	0%
13	Cn1ccnc1/C(=N\NC(=O)c1ccccc1)c1cccc([N+](=O)[O-])c1	3%	0%	0.4%	4.0%	0.1%	1.1	21%	i	38	20%
14	O=C(CSC(=S)N1CCOCC1)c1ccccc1	-2%	1%	2.5%	1.5%	0.8%	1	-4%	i	55	7%
15	O=C(NCC1CCCO1)c1ccccc1S(=O)(=O)c1ccc([N+](=O)[O-])cc1 (stereo not drawn)	-1%	-6%	2.2%	0.6%	0.5%	1.1	9%	i	44	7%
16	O=c1c(-c2cccc([N+](=O)[O-])c2)[n+]([O-])c2ccccc2n1O	x	x	0.4%	2.1%	-0.1%	x	16%	i	7	6%
17	COc1ccc2nc(/N=C(\N)NC(=O)C(C)(C)C)nc(C)c2c1	9%	9%	7.6%	3.8%	-0.1%	1.1	-9%	i	15	4%
18	O=C(C(=O)N1CCN(c2ccc(F)cc2)CC1)N1CCCCC1	6%	9%	-2.6%	-0.3%	0.4%	1	-2%	i	58	-2%
19	Cc1cc2ncn(/N=C/c3ccc([N+](=O)[O-])o3)c2cc1C	-4%	-13%	0.6%	6.9%	2.1%	0.9	-17%	i	13	0%
20	Cc1ccccc1OCC(=O)NCCCNC(=O)c1ccccn1	x	x	-0.1%	0.4%	-0.4%	x	x	i	19	x
21	CC(=O)OCC1=C(C(=O)O)N2C(=O)C(NC(=O)C(C)Cn3cc(Cl)cn3)C2SC1 (stereo not drawn)	-10%	-3%	-1.0%	1.5%	0.1%	1.1	40%	i	11	3%
22	Cc1cc(C)nc(NS(=O)(=O)c2ccc(N=NN(C)C)cc2)n1	x	x	0.1%	0.8%	-0.2%	x	x	i	65	x
23	O=C(O)CC1S/C(=N/N=C/c2ccccn2)NC1=O (stereo not drawn)	x	x	0.0%	-1.9%	0.3%	x	13%	i	29	-1%
24	CCOc1ccc(NC(=O)Cn2c(=O)n(CC3CCCO3)c(=O)c3ccccc32)cc1 (stereo not drawn)	-1%	-5%	-0.2%	0.0%	0.5%	1.1	9%	i	17	10%
25	Cc1ccc(S(=O)(=O)N2CCOCC2)cc1NC(=O)CNC1CCCC1	x	x	0.2%	3.9%	0.1%	x	12%	i	28	-3%
26	CC[N+](C)(C)CCN(Cc1ccc(Cl)cc1)c1ccccn1	3%	1%	1.1%	-0.2%	0.5%	1.1	13%	i	8	5%
27	CCS(=O)(=O)N1CCN=C1SCc1cccc(F)c1	x	x	0.6%	-0.3%	0.1%	x	x	i	14	x
28	CCOC(=O)c1c(C(=O)OCC)c(C)n(Cc2cc(OC)c(OC)c(OC)c2)c1C	3%	3%	3.7%	3.5%	-1.4%	1.1	16%	i	44	2%
29	Cc1cccc(NC(NC(=O)c2ccccn2)C(Cl)(Cl)Cl)c1 (stereo not drawn)	7%	15%	-0.4%	2.8%	-0.1%	1.1	-6%	i	41	3%
30	Cc1ccc(S(=O)(=O)NC(=O)COc2ccccc2C)cc1	-4%	-11%	0.3%	2.3%	0.5%	1.1	28%	i	42	3%
31	CCCNC(=O)COC(=O)c1ccc(Cl)c(S(=O)(=O)N2CCCC2)c1	6%	5%	0.9%	1.5%	0.3%	1.1	5%	i	42	-7%
32	COc1ccc(NC(=O)c2ccc(S(=O)(=O)N(C)C)cc2)cc1OC	-6%	-14%	0.2%	1.0%	0.3%	1.1	1%	i	49	-1%
33	CC(OC(=O)/C=C/c1ccco1)C(=O)Nc1cccc([N+](=O)[O-])c1 (stereo not drawn)	-7%	-3%	4.0%	5.7%	-0.8%	1	4%	i	24	0%
34	Cc1ccc(SCC(=O)Nc2ccc3c(c2)C(=O)N(C)C3=O)cc1	x	x	0.3%	1.9%	-0.4%	x	x	i	39	x
35	Cc1ccc(S(=O)(=O)NCCC(=O)Nc2nnc(C3CC3)s2)cc1C	-6%	-2%	3.8%	1.1%	0.2%	1.1	13%	i	8	5%
36	COc1ccccc1CN1C(=O)C2CC=CCC2C1=O (stereo not drawn)	1%	4%	4.2%	-0.8%	-0.6%	1.1	9%	i	40	6%
37	O=C(Nc1ccc(F)cc1)Nc1ccccc1NS(=O)(=O)c1cccs1	-8%	9%	0.1%	2.4%	-0.3%	1.1	6%	i	49	4%
38	COCCn1c(-c2ccc(OC(F)(F)C(F)C(F)(F)F)cc2)nc2c1c(=O)[nH]c(=O)n2CC(C)C (stereo not drawn)	-11%	10%	-0.5%	1.9%	-0.3%	1.1	0%	i	3	36%
39	CCN(CC)CC#CCOC(=O)C(O)(c1ccccc1)C1CCCCC1 (stereo not drawn)	-24%	-17%	8.5%	0.5%	-0.7%	1.1	-3%	i	26	1%
40	CC(=O)NC(=S)NNC(=O)COc1ccc([N+](=O)[O-])cc1	5%	17%	0.8%	1.0%	0.2%	1.1	3%	i	48	-20%

4 of these compounds in another layout.
Below each compound – human PMI inhibitors	human PMI inhibition	UTI89 phage lysis	RSV antiviral HEp-2	West Nile virus CPE	TNAP activation fold	M17LAP inhibition	T cell HTS	T cell HTS vesicle-bound %	M1AAP inhibition
[32] COc1ccc(NC(=O)c2ccc(S(=O)(=O)N(C)C)cc2)cc1OC
 : -6%	-14%	0.2%	1.0%	0.3%	1.1	1%	i	49	-1%
[33] CC(OC(=O)/C=C/c1ccco1)C(=O)Nc1cccc([N+](=O)[O-])c1 (stereo not drawn)
 : -7%	-3%	4.0%	5.7%	-0.8%	1	4%	i	24	0%
[34] Cc1ccc(SCC(=O)Nc2ccc3c(c2)C(=O)N(C)C3=O)cc1
 : x	x	0.3%	1.9%	-0.4%	x	x	i	39	x
[35] Cc1ccc(S(=O)(=O)NCCC(=O)Nc2nnc(C3CC3)s2)cc1C
 : -6%	-2%	3.8%	1.1%	0.2%	1.1	13%	i	8	5%

The results go on:
no.	molecule	human PMI inhibitors	human PMI inhibition	UTI89 phage lysis	RSV antiviral HEp-2	West Nile virus CPE	TNAP activation fold	M17LAP inhibition	T cell HTS	T cell HTS vesicle-bound %	M1AAP inhibition
41	O=C1CC(NNc2nc3ccccc3s2)C(=O)N1c1ccccc1 (stereo not drawn)	0%	14%	2.0%	1.7%	-0.2%	1	6%	i	39	-1%
42	COc1ccc(NC(=S)Nc2ccc(S(N)(=O)=O)cc2)c(C)c1	11%	25%	-0.3%	1.8%	0.0%	1	-2%	i	53	-4%
43	COc1ccc(Cn2c(CCC(=O)Nc3ccc(CC#N)cc3)nc3cccnc32)cc1	2%	3%	6.2%	x	0.9%	1.2	-11%	i	31	5%
44	C=CCSc1nn2c(=O)c3ccccc3nc2s1	7%	11%	0.4%	2.7%	-0.1%	1	12%	i	21	4%
45	CC1CCCCC1NC(=O)CN1CCC(NC(=O)c2ccc([N+](=O)[O-])cc2)CC1 (stereo not drawn)	x	x	0.7%	1.1%	0.6%	x	x	i	40	x
46	Cc1ccc(C)n1-c1cccc(C(=O)Nc2ccccc2)c1	x	x	0.8%	9.4%	0.2%	x	16%	i	16	6%
